# GDH-TPI counter = GDH-TPI coupling enzyme inhibitors, primary screen, artefact control for M. tuberculosis FBA inhibitor project, biochemical, absorbance, full deck; GDH-TPI coupled enzyme counterscreen, NADH absorbance; inhibition, % at 4.8 µM; 360,000 tested, 1.2% active; AID 588335, 2011;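 further: 0% = DMSO wells and 100% = wells lacking the enzyme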
# Mtb UGM inh = M. tuberculosis UGM enzyme inhibitors, primary screen, biochemical, fluorescence polarization, single point; UDP-galactopyranose mutase (Mycobacterium tuberculosis (strain ATCC 25618 / H37Rv)), …; purified UGM, fluorescence polarization probe displacement; inhibition, % at 10 µM; 320,000 tested, 0.06% active; AID 504406, 2011; in the data active means inhibition above about 10%, passing the limit was not always enough; inconclusive means no clear call, values can overlap the other calls
# Rv3671c inh = Rv3671c serine protease inhibitors, primary screen, biochemical, fluorescence polarization, M. tuberculosis H37Rv | P9WHR9 | 320,000 tested, 0.048% active | inhibition, % at 5.96 µM | AID 2606, 2010; in the data active means inhibition above about 38%;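 further: extracellular domain of Rv3671c used as enzyme; 0% = enzyme with DMSO and 100% = no enzyme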
# CCHFV vOTU inh = CCHFV vOTU protease inhibitors, primary screen, biochemical, Pep-AMC substrate, fluorescence. Crimean-Congo hemorrhagic fever virus L polyprotein viral ovarian tumor (vOTU) protease …. inhibition, % at 11.5 µM. 370,000 tested, 0.55% active; further: 0% = vehicle wells with enzyme and 100% = no enzyme wells
# FadD28 binding = inhibitors of FadD28 bisubstrate probe binding, primary screen, biochemical, fluorescence polarization, single point; inhibition, % at 12.5 µM; Mycobacterium tuberculosis FadD28 fatty-acid-AMP ligase; 360,000 tested, 0.22% active; in the data active means inhibition above about 8.5%, passing the limit was not always enough; inconclusive means no clear call, values can overlap the other calls
# MazF activator = activators of E. coli MazEF toxin-antitoxin RNase, primary screen, biochemical, fluorescence, uHTS; 350,000 tested, 0.32% active; AID 504720, 2011; activation, % at 20 µM; FAM/BHQ RNA-DNA oligo cleavage fluorescence, 5 h; Endoribonuclease toxin MazF (Escherichia coli (strain K12)), P0AE70; in the data active means activation above about 50%
# Target sequence (P0AE70 whole entry, looked up): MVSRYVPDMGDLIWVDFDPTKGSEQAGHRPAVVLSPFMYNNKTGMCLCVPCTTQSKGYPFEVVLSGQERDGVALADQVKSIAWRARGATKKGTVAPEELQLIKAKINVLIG
# FBA Mtb inh = Mtb FBA enzyme inhibitors, primary screen, biochemical, fluorescence, strain H37Rv; 360,000 tested, 2.3% active; inhibition, % at 1 µM; purified M. tuberculosis FBA, fluorescence read-out; in the data active means inhibition above about 27%;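 further: 0% = vehicle and 100% = reference inhibitor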
# Target sequence (P9WQA3 whole entry, looked up): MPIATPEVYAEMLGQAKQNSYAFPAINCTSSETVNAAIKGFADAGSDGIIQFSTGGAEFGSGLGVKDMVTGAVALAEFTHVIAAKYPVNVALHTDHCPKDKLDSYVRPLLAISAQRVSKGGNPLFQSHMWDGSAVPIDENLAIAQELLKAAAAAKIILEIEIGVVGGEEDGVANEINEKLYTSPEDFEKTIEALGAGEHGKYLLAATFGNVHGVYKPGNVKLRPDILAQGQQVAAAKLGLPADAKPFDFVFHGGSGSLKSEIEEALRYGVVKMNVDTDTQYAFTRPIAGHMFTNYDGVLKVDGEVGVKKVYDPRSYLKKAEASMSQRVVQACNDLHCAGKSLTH
# BioA inh = M. tuberculosis BioA enzyme inhibitors, primary screen, biochemical, plate reader, single point, HTS. purified M. tuberculosis BioA enzyme. 360,000 tested, 0.096% active. AID 602481, 2012. inhibition, % at 9.99 µM; in the data active means inhibition above about 40%; inconclusive means no clear call, values can overlap the other calls
# BoNT F protease = BoNT/F light chain protease inhibitors, primary screen, biochemical, flow cytometry, MLPCN library | 360,000 tested, 0.22% active | Multiplex microsphere protease cleavage assay | Botulinum neurotoxin type F light chain protease (Clostridium botulinum) | AID 588497, 2011 | inhibition, % at 10 µM; in the data active means inhibition above about 35%, passing the limit was not always enough; inconclusive means no clear call, values can overlap the other calls; further: plate controls were buffer without enzyme for full effect and enzyme alone for no effect
# VHR inh abs = VHR1 phosphatase inhibitors, primary screen, biochemical, absorbance, uHTS; Dual specificity protein phosphatase 3 (Homo sapiens), P51452; recombinant VHR phosphatase, pNPP absorbance; inhibition, % at 13.3 µM; 290,000 tested, 0.52% active; AID 1654, 2009; in the data active means inhibition above about 50%; further: some compounds called inactive have numbers as strong as hits
# Target sequence (P51452 whole entry, looked up): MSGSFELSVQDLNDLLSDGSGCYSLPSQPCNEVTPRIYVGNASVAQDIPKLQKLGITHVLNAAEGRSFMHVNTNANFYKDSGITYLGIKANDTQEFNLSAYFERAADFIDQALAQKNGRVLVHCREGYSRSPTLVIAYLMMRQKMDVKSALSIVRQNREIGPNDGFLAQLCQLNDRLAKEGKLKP
# * marks the source's active call; other numbers are inactive results; i = inactive; ? = inconclusive; . = no result given. Unless noted, no stated cut-off is given here; in the data, active means inhibition above about 30%; inactive means the rest.
SMILES,GDH-TPI counter,Mtb UGM inh,Rv3671c inh,CCHFV vOTU inh,FadD28 binding,MazF activator,FBA Mtb inh,BioA inh,BoNT F protease,VHR inh abs
Cn1c(=O)c(N)c2c3c(c(Br)ccc31)C(=O)c1ccccc1-2,14,15*,20,3,-2.0,i,-6,-18,-1,12
Cn1c(-c2ccc(C(=O)c3ccccc3)s2)nc2ccccc21,38*,-0.7,4,9,-1.1,-13,1,-0.3,-24,.
Cc1nc(N=Nc2ccc(O)cc2)n[nH]1,6,-3.6,-5,-5,-2.6,-12,-26,.,-3,-19
COc1ccc(-c2nnc(SCC(=O)Nc3cc(C)on3)n2C)cc1OC,8,1.0,0,4,-1.2,-4,2,14,-19,17
Cc1cccc(C)c1NC(=O)c1ccc(CN2CCc3ccccc3C2)cc1,13,3.5,-2,-6,-1.2,3,1,0.6,-2,13
Cc1ccnc(NS(=O)(=O)c2ccc(N=CC3=C(O)CC(C)(C)CC3=O)cc2)n1,29,1.2,-5,-5,-0.1,-11,-2,-0.2,2,13
COc1ccc(/C=C2\Sc3ccc(C(=O)N4CCN(Cc5ccccc5)CC4)cc3N(C)C2=O)cc1OC,21,-2.9,5,17,1.4,-49,1,-1.2,-1,-15
COc1ccc([C@H]2C[C@@H](O)[C@H](n3cc(COC(=O)c4ccccc4)nn3)CN2C(=O)c2cccs2)cc1,4,.,.,2,-2.1,5,-1,0.0,-2,.
CC(Oc1ccc2c(=O)c(-c3ccc(Cl)cc3)c(C(F)(F)F)oc2c1)C(=O)O (stereo not drawn),-6,5.6,1,-1,-3.4,5,-3,1.5,-2,28
O=C(O)Cc1cn(Cc2ccc(F)cc2)c2ccccc12,5,4.0,2,-7,-2.9,-4,3,.,2,24
CCn1nc(C)cc1C(=O)NC1CCCc2c1cnn2-c1ccc(C)c(C)c1 (stereo not drawn),1,3.7,-2,13,-2.3,1,-2,3.9,1,26
O=C1CC(c2ccc(S(=O)(=O)NC3CC3)cc2)CN1 (stereo not drawn),2,-0.4,-6,1,-1.3,3,2,0.4,-9,9

# Next part; it opens with the 5 that closed the last part.
SMILES,GDH-TPI counter,Mtb UGM inh,Rv3671c inh,CCHFV vOTU inh,FadD28 binding,MazF activator,FBA Mtb inh,BioA inh,BoNT F protease,VHR inh abs
COc1ccc([C@H]2C[C@@H](O)[C@H](n3cc(COC(=O)c4ccccc4)nn3)CN2C(=O)c2cccs2)cc1,4,.,.,2,-2.1,5,-1,0.0,-2,.
CC(Oc1ccc2c(=O)c(-c3ccc(Cl)cc3)c(C(F)(F)F)oc2c1)C(=O)O (stereo not drawn),-6,5.6,1,-1,-3.4,5,-3,1.5,-2,28
O=C(O)Cc1cn(Cc2ccc(F)cc2)c2ccccc12,5,4.0,2,-7,-2.9,-4,3,.,2,24
CCn1nc(C)cc1C(=O)NC1CCCc2c1cnn2-c1ccc(C)c(C)c1 (stereo not drawn),1,3.7,-2,13,-2.3,1,-2,3.9,1,26
O=C1CC(c2ccc(S(=O)(=O)NC3CC3)cc2)CN1 (stereo not drawn),2,-0.4,-6,1,-1.3,3,2,0.4,-9,9
CC(C)(C)NS(=O)(=O)c1cc(C(=O)O)ccc1Cl,2,2.9,-2,-14,-3.5,8,5,0.6,-2,26
CC1CCN(c2ccc(C(=O)NCc3ccc4c(c3)OCO4)cc2[N+](=O)[O-])CC1,10,-1.6,-3,28,-1.7,-3,0,.,-9,23
O=S(=O)(c1cc(Cl)ccc1Cl)N1CCN(Cc2ccco2)CC1,4,-1.1,-6,-6,-2.9,1,0,0.7,7,2
N#CCSc1ccccc1NC(=O)COc1ccc(-c2nnco2)cc1,9,.,-5,2,-1.1,-10,1,2.0,3,.
CCCC(=O)N1CCCC1(C)C(=O)Nc1ccc2cn[nH]c2c1 (stereo not drawn),4,.,.,9,-0.3,.,0,-1.3,5,.
Cc1nnnn1-c1ccc(CC(=O)O)cc1,2,2.2,-4,-4,-0.1,7,2,.,-2,9
CCC(=O)c1ccc(OCC(=O)Nc2ccccc2N2CCCCC2)cc1,-5,-0.7,2,2,.,12,1,-1.7,4,24
COc1ccc(C2(CNC(=O)c3ccccc3[N+](=O)[O-])CCOCC2)cc1,0,-3.6,2,-13,0.5,3,2,3.2,5,-17
COC(=O)c1nc(NC(=O)C(C)C)n[nH]1,1,-0.1,0,-14,-3.6,1,1,-2.2,7,14
CC(C)NC(=S)N/N=C/c1sc(N2CCCCC2)nc1-c1cccs1,11,-1.5,6,-10,-1.7,-1,1,-0.4,-13,-4
Cc1ccc(Nc2ncccc2C(N)=O)cc1[N+](=O)[O-],11,-2.0,-13,7,-1.2,-1,-3,.,-2,-14
COc1cc(C(=O)N[C@@H](Cc2c[nH]c3ccccc23)C(=O)O)cc(OC)c1OC,0,3.0,-32,-3,-1.5,1,0,-1.0,-5,25
COc1ccc2oc(C(=O)N(CC(C)C)C3CCS(=O)(=O)C3)c(C)c2c1 (stereo not drawn),8,-2.1,4,5,-5.7,8,-1,-2.5,-1,.
Cc1ccccc1OCC(=O)OCC(=O)Nc1ccc(N2CCOCC2)cc1,0,-1.7,-4,-8,0.1,4,-2,0.4,2,17
Cn1cc(CN2CCCC(C(=O)c3nccn3C)C2)c(-c2cccc(Cl)c2)n1 (stereo not drawn),11,-4.5,2,6,-1.0,-6,0,1.9,-4,8
COC(=O)/C(C#N)=C/c1ccc(N2CCOCC2)c([N+](=O)[O-])c1,14,0.9,-2,8,-3.8,-3,-9,9.3,?,9
CC(C)CCCN1C(Nc2ccccc2)=NC[C@@H]1CC(C)C,8,-2.0,-1,10,-2.2,6,-3,-1.1,-10,1
O=C(N/N=C/c1ccc(O)cc1)c1ccc(NC(=O)c2ccccc2Br)cc1,42*,0.6,-11,8,1.1,6,-4,-0.3,1,21
COc1ccc(-c2nc3ccccc3o2)cc1NC(=O)c1ccc(Br)o1,-1,-1.8,-7,-4,-2.3,-79,4,-1.5,-4,6
C=CCNC(=O)/C(C#N)=C/c1c(N2CCN(c3cccc(Cl)c3)CC2)nc2c(C)cccn2c1=O,0,2.1,1,-82,-0.2,-23,62*,-1.7,17,.
CCOc1ccc(C(=O)NCC(=O)OC2CCOC2=O)cc1OCC (stereo not drawn),15,0.3,-1,12,0.3,7,-3,-0.1,-9,-22
O=C(CNCCO)NC12CC3CC(CC(C3)C1)C2,-1,-3.6,8,11,-3.5,6,-10,-0.7,10,33
COc1cc(C2C3=C(CC(C)(C)CC3=O)OC3=C2C(=O)CC(C)(C)C3)cc([N+](=O)[O-])c1O,13,0.4,-2,2,-3.3,-11,-6,.,7,15
C[C@H]1COC(=O)[C@H](CC(=O)OC(C)(C)C)C/C=C\C[C@@H](CC(=O)NCCO)C(=O)N1,15,-3.5,2,2,-1.9,9,5,-0.6,-6,.
CC(=O)NC1C(Oc2ccccc2C)OC2COC(c3ccco3)OC2C1O (stereo not drawn),-1,-0.5,-5,2,1.4,-5,2,-0.9,-1,8
CCN=C1SC(CC(=O)Nc2ccc(N3CCOCC3)cc2)C(=O)N1CC (stereo not drawn),-1,0.6,4,0,-4.8,5,3,-1.8,0,25
O=C(COC(=O)CNC(=O)c1ccccc1Cl)Nc1ncc(C(F)(F)F)cc1Cl,6,-1.8,9,-9,-3.5,2,-4,.,-5,0
CCOC(=O)c1ccc(-n2c(C)nc3ccccc3c2=O)cc1,-3,-1.7,-1,7,-1.2,0,-1,.,-2,23
Cc1ccc(C)c(S(=O)(=O)N2CCN(C(=O)CCC(=O)NCc3ccc(Cl)cc3Cl)CC2)c1,6,.,.,7,-2.7,3,-1,0.2,-9,.
Cc1nn(-c2ccccc2)nc1C(=O)NN,13,2.5,-1,0,-3.1,4,-1,-0.6,?,14
O=C(CN1CCN(c2ccccn2)CC1)Nc1cccc(Cl)c1Cl,3,-0.5,-15,13,0.1,-13,2,-0.9,-22,24
COc1cc(C(=O)Nc2sc3c(c2C(=O)O)CCC(C)C3)cc(OC)c1OC (stereo not drawn),7,5.1,-2,1,0.3,-2,1,-0.2,20,16
Cc1cc(=O)n(C(C)(C)C)c(=O)n1Cc1ccccc1,-1,-3.1,4,-11,-0.9,4,3,-0.7,16,.
O=C(O)C1CCC(CNCc2ccccc2Cl)CC1 (stereo not drawn),13,4.3,-6,-7,0.0,2,2,.,5,52*
Cc1cc(N2CCOCC2)n2ncc(-c3ccccc3)c2n1,4,3.2,-8,-1,-3.1,-2,-2,0.5,1,31
COc1ccc2[nH]c3c(c2c1)CCN1C(=O)C(CC(=O)NCc2ccco2)C[C@H](C(=O)N(C(C)C)C(C)C)[C@@]31C (stereo partly drawn),7,.,.,24,-3.6,6,0,-0.2,-2,.
C=C(C)CSc1nc(N)c(C#N)c(-c2ccc(C)cc2)c1C#N,13,-1.0,-3,-4,0.7,5,-5,9.3,2,4
CCN(CC)CCCN1C(=O)C(O)=C(C(=O)c2ccc(C)o2)C1c1ccc(C)o1 (stereo not drawn),17,4.4,-4,0,-0.2,-8,0,-1.3,2,23
O=C(CCc1ccc(O)c(O)c1)N/N=C/c1cc2c(cc1[N+](=O)[O-])OCO2,13,-0.9,.,-7,-1.1,5,1,-1.3,1,11

# Reprinted at random: 4 records from the list, in no set order.
SMILES,GDH-TPI counter,Mtb UGM inh,Rv3671c inh,CCHFV vOTU inh,FadD28 binding,MazF activator,FBA Mtb inh,BioA inh,BoNT F protease,VHR inh abs
O=C(O)Cc1cn(Cc2ccc(F)cc2)c2ccccc12,5,4.0,2,-7,-2.9,-4,3,.,2,24
O=C1CC(c2ccc(S(=O)(=O)NC3CC3)cc2)CN1 (stereo not drawn),2,-0.4,-6,1,-1.3,3,2,0.4,-9,9
Cc1nn(-c2ccccc2)nc1C(=O)NN,13,2.5,-1,0,-3.1,4,-1,-0.6,?,14
COc1ccc2[nH]c3c(c2c1)CCN1C(=O)C(CC(=O)NCc2ccco2)C[C@H](C(=O)N(C(C)C)C(C)C)[C@@]31C (stereo partly drawn),7,.,.,24,-3.6,6,0,-0.2,-2,.
